Bioassay records deposited in PubChem by The Scripps Research Institute Molecular Screening Center.
OXTR agonist – human OXTR agonism | activation, % at 3 µM | 0.32% of 320,000 active | P30559 | CHO-OTR cells, Fluo-8 calcium fluorescence; normalized: DMSO 0%, oxytocin 100%;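 active = activation above the mean of all tested compounds plus 3 SD, cutoff set per screening run, cut at about 20% in these data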;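 also: peak over basal fluorescence ratio from a 100 s FLIPR kinetic read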
V1aR counter – V1a receptor agonism, counter-screen for OXTR agonists | 0.25% of 320,000 active | activation, % at 3 µM | P37288 | AID 2797 | CHO-V1R cells, Fluo-8 calcium fluorescence, agonist mode; 0% DMSO, 100% 3 nM vasopressin;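 active = activation above the mean activation of all tested compounds plus 3 SD, per screening run, cut at about 20% in these data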;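 also: signal is peak over basal fluorescence ratio across a 100 second FLIPR read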
Target sequence (P37288 whole entry, looked up): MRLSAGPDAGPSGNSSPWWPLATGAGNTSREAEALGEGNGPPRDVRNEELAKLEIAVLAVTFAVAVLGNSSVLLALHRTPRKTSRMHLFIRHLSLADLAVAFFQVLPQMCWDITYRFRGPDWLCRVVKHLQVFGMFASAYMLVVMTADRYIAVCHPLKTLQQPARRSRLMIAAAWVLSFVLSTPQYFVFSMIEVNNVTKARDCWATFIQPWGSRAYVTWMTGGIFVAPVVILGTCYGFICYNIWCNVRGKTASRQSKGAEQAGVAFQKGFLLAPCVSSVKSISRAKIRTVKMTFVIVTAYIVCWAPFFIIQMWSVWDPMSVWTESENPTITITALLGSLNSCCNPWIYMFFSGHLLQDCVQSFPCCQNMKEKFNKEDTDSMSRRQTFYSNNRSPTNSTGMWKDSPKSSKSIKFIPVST
M1 antag – human CHRM1 antagonism. P11229. CHO-K1 hM1, Fluo-8 calcium fluorescence, ACh EC80 antagonist. inhibition, % at 3 µM. 1.3% of 360,000 active. AID 588852;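 active = percent inhibition above its own plate's cutoff, namely the mean of that plate's compound wells plus 3 SD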;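 also: peak over basal fluorescence ratio during 140 s after agonist addition; 0% = ACh EC80 plus DMSO and 100% = DMSO alone without agonist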
M1 ag – activates human CHRM1 receptor. P11229. CHO-K1 hM1, Fluo-8 calcium fluorescence, agonist mode; 0% DMSO, 100% acetylcholine EC100. activation, % at 3 µM. 0.33% of 360,000 active. AID 588814;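 active = activation above the run's mean compound activation plus 3 SD, cut at about 16% in these data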;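 also: peak over basal fluorescence ratio within a 140 s kinetic read after compound addition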
CHO parental Ca – counter-screen for OX1R antagonists: effect in parental CHO cells; parental CHO-K1, ATP-induced calcium, Fluo-8 fluorescence; inhibition, % at 5.6 µM; 0.63% of 330,000 active; AID 463079;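 active = inhibition above that plate's mean sample inhibition plus 3 SD, cut at about 26% in these data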;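 also: 0% = ATP-challenged DMSO wells and 100% = DMSO wells without ATP; some compounds past the cut are filed as inactive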
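Test system: parental CHO cells; detection: calcium-sensitive Fluo-8 fluorescence; evaluation: percent inhibition of calcium signal; also added: ATP as calcium-mobilizing challenge; repeats: one well per compound; control set: ATP-challenged DMSO wells low, unchallenged DMSO wells high; compound: single nominal dose of 5.6 µM per compound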
M1 PAM – human CHRM1 positive allosteric modulation. CHO-K1 hM1, Fluo-8 calcium fluorescence, ACh EC20; 0% = ACh EC20, 100% = maximal ACh. AID 588819. 0.088% of 360,000 active. P11229. activation, % at 3 µM; in the data active = activation above about 19%, passing the limit was not always enough
TAAR1 antag – antagonists of human TAAR1; Q96RJ0; 1.5% of 360,000 active; inhibition, % at 3 µM; CHO RD-HGA16 TAAR1, Fluo-8 calcium fluorescence, antagonist;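 active = inhibition above a per-plate cutoff, the mean inhibition of test compounds on that plate plus 3 SD, cut at about 49% in these data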;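 also: 0% = DMSO plus EC80 beta-PEA response and 100% = DMSO alone without agonist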
Target sequence (Q96RJ0 whole entry, looked up): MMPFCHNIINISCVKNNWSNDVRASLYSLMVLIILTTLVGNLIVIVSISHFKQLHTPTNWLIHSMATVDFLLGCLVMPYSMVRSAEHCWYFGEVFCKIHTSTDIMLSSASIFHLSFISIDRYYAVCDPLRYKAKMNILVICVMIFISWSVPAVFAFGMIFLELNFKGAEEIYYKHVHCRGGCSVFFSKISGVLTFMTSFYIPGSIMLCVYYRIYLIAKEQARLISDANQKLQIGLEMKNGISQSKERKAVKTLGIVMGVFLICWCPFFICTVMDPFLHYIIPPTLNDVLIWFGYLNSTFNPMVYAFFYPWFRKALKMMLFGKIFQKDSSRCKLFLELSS
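Test system – hTAAR1-expressing CHO RD-HGA16 cells, Gα16-coupled · Reagent – β-PEA at EC80 concentration, post-compound challenge · Compound dosing – 3 µM, single point · Timing – 140 s kinetic read after compound, 140 s after agonist · Detection – Fluo-8 intracellular calcium dye fluorescence, real-time kinetic reads · Control set – DMSO and EC80 PEA controls · Repeats – n of 1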
OXTR potentiator – human OXTR potentiation | P30559 | CHO-OTR cells, Fluo-8 calcium fluorescence, potentiator mode; 0% = oxytocin EC15, 100% = EC100 | activation, % at 3 µM | 0.061% of 320,000 active;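 active = activation above that plate's cutoff, the mean activation of tested compounds plus 3 SD, cut at about 6.6% in these data, passing the limit was not always enough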;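 also: 100% uses oxytocin at 75 nM as the full agonist control; some results filed as inactive read as strong as hits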
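Dosing: Single dose, 3.0 µM nominal final compound concentration | Material: Human OTR in CHO cells | Technique: Kinetic Fluo-8 calcium fluorescence | Benchmarks: EC15 oxytocin alone as 0%, 75 nM oxytocin as 100% | Probe or stimulus: Oxytocin at about EC15, sub-maximal agonist stimulus | Incubation: Compound 6 min at room temperature before oxytocin, 100 s read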
TAAR1 ag – human TAAR1 agonism | Q96RJ0 | CHO RD-HGA16 TAAR1, Fluo-8 calcium fluorescence; vehicle wells 0%, saturating PEA agonist 100% | activation, % at 3 µM | 0.99% of 360,000 active;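 active = activation above the mean activation of all test compounds in the run plus 3 SD, cut at about 38% in these data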
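Test system: RD-HGA16 (CHO) cells co-expressing Gα16 and hTAAR1 | Doses: Single dose, 3 µM | Schedule: 17-24 h seeding, 75 min 37 °C dye, 30 min RT | Evaluation: % activation from peak over basal fluorescence ratio, DMSO-to-PEA scaled | Technique: Kinetic Fluo-8 calcium fluorescence | Benchmarks: Low control DMSO, high control PEA (EC100)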
* = called active by the depositor; · = not tested or not shown.

SMILES	OXTR agonist	V1aR counter	M1 antag	M1 ag	CHO parental Ca	M1 PAM	TAAR1 antag	OXTR potentiator	TAAR1 ag
COCCNC(=S)N/N=C(\C)c1ccc(Cl)s1	-2.3	-0.7	7	-7	-15	-10	-32	-1	5
COC(=O)C1=NN(C(=O)c2ccc(Cl)cc2)C(O)(c2ccccc2)C1 (stereo not given)	8.2	0.5	-2	-4	-26	1	-3	-6	22
CCOc1ccc(CCNC(=O)COC(=O)C2CCN(S(=O)(=O)c3ccccc3)CC2)cc1OCC	·	·	-5	-2	·	7	-54	·	4
COc1ccc(C)c2sc(=NC(=O)c3cccc(N4C(=O)CCC4=O)c3)n(C)c12	5.2	2.1	-9	-1	-15	7	-18	9	3
CCOC(=O)c1c(NC(C)=O)sc2c(O)c(Br)cc(Br)c12	0.3	-0.8	-7	-6	-5	4	1	-2	-2
O=C(NN=C1CCCCCC1)c1cccs1	-0.7	-0.5	-9	-2	-5	5	-6	-8	-1
CCOc1ccc(NS(=O)(=O)c2ccc(OCC(=O)NCc3ccncc3)cc2)cc1	0.0	-0.1	-12	-1	-8	7	-16	3	4
Cc1ccccc1CC(=O)Nc1ccc(S(=O)(=O)N2CCOCC2)cc1	2.4	4.0	29	-1	-7	-8	0	-8	2
O=C(COC(=O)Cc1ccc(F)cc1)NC1CCCCC1	0.4	0.3	-3	-3	-10	9	-11	1	3
CCC(C)c1ccc(S(=O)(=O)Nc2cccnc2)cc1 (stereo not given)	11	8.9	16	-6	-8	-20	1	-15	7
CC(=NNC(=S)N1CCCCC1)c1cccc(C)n1	·	·	-19	-3	·	13	-18	·	13
O=c1c2c(-c3cccs3)csc2ncn1/N=C/c1ccc(OC(F)F)cc1	-0.8	-1.2	5	-4	2	3	13	-4	1
CCOC(=O)c1c(NC(=O)C(C)Sc2nnc(C)c(=O)[nH]2)sc2c1CCCC2 (stereo not given)	-0.9	1.3	-8	5	-4	9	-6	-4	4
Cc1cc(C)c(NC(=S)N(CCN2CCCCC2)Cc2ccco2)c(C)c1	1.8	-0.1	-10	-8	-12	7	-10	-3	1
COc1ccccc1NS(=O)(=O)c1cc(N)ccc1N1CCOCC1	1.7	1.7	-17	-2	-3	7	13	-5	3
Cc1ccc2[nH]c(=O)c(C(c3nnnn3C3CCCC3)N(Cc3cccnc3)Cc3ccco3)cc2c1 (stereo not given)	-1.1	-1.1	-6	-1	-22	2	1	-7	21
O=[N+]([O-])c1cc(S(=O)(=O)N2CCCC2)ccc1OCc1ccccc1	0.4	4.7	-8	-8	-2	1	14	-17	-1
COC(=O)Oc1cncc(C(=O)O)c1	0.8	-0.6	-15	0	3	12	9	-7	4
CCN1CCN(CCCNC(=O)CS(=O)(=O)Cc2nc(-c3ccccc3C)oc2C)CC1	-0.5	0.3	0	-4	-35	2	-12	-7	1
Cc1c(C(=O)NCCn2ccc3ccccc32)cccc1[N+](=O)[O-]	0.5	0.9	-7	-5	5	4	8	-7	0
Cc1ccc(C(=O)N2C3=C(CCCC3)C(=O)NC23CCCCC3)cc1	-1.3	-2.0	-8	-4	9	8	-5	-11	4
NC(=O)c1nsc(C(=O)N(CC(=O)NC2CCCC2)Cc2ccc3c(c2)OCO3)c1N	0.5	0.7	-1	-5	-10	-2	6	-3	2
O=C(CCc1ccccc1)NNC(=O)COc1ccccc1Cl	0.3	0.0	1	-3	-11	6	-3	-3	-3
CCC(C)C(=O)Nc1nnc(CCc2ccccc2)s1 (stereo not given)	-2.5	-1.1	2	-3	-20	1	-23	-16	1
Cc1cccc(-c2c3c(=O)n(C)c(=O)n(C)c3cn2C2CCCCC2)c1	-2.1	-1.8	-3	-3	-7	7	-7	-6	13
Cc1nnc(SC(C)C(=O)Nc2ccc(Cl)cc2Cl)[nH]c1=O (stereo not given)	0.5	0.5	4	0	-14	2	-14	3	8
CC(C)Cn1nc(C(=O)OCC(=O)NCC(F)(F)F)c2ccccc2c1=O	-0.9	-0.3	-18	-3	-10	15	11	1	6
COc1ccc(C(=O)Nc2nnc(C3=COCCO3)o2)cc1OC	0.7	0.8	-2	-2	4	3	-23	3	2
C[C@@H]1NC(=O)[C@@]2(C)[C@@H](c3ccccc3)[C@H]3COc4ccccc4[C@@H]3N2C1=O	0.4	0.6	-15	-2	-13	12	1	-2	21
COc1ccccc1N1CCN(C(=O)c2ccc(-c3ccc(Cl)cc3)o2)CC1	-1.5	-0.8	-4	-2	-10	8	46	-8	-2
CCCCNC(=O)C(Sc1ccccc1)c1ccccc1 (stereo not given)	-2.5	-1.6	8	-10	-16	0	-20	-2	-1
O=C(COc1ccccc1)N/N=C/c1sc(=O)n(Cc2cccc(C(=O)O)c2)c1Cl	-0.3	0.9	-12	-3	8	8	-15	-5	1
CCCc1[nH]nc2c1C1(C(=O)N(CC)c3ccccc31)C(C#N)=C(N)O2 (stereo not given)	0.3	0.0	-5	-5	-3	9	·	-10	·
Cc1ccc2nc(C(C)(C)C)c(Cc3cccc(Cl)c3)n2c1	·	·	70*	-8	·	-26	-16	·	-2
CCOC(=O)c1ccc2c(c1)n(CC)c(C)[n+]2CC	1.2	-0.1	-12	-6	-12	7	-4	-3	10
CC(=O)c1cc(C#N)c(SCC(=O)Nc2nccs2)nc1C	1.4	2.5	-10	-2	-15	8	6	-25	0
O=C(N/N=C/c1ccccc1C(=O)O)c1cc(-c2ccc3c4c(cccc24)CC3)n[nH]1	-0.3	-0.2	-9	-7	-9	12	-12	-9	-1
Cc1ccc(C)c(S(=O)(=O)NCCCc2ccccc2)c1	-1.9	0.0	-3	-7	-17	6	15	-3	0
COC(=O)[C@]1(C)CCC[C@@]2(C)C3CC[C@@]4(C)C[C@]3(CCC21)CC(=O)N4Cc1ccc(OC)cc1 (stereo not given in full)	-0.9	0.2	7	0	-23	4	12	-4	9
COc1ccccc1/C=N/NC(=O)c1ccc(C)nc1	-0.7	0.3	-10	1	3	14	2	-10	2

5 of the compounds above, with bars between the fields.
mol | OXTR agonist | V1aR counter | M1 antag | M1 ag | CHO parental Ca | M1 PAM | TAAR1 antag | OXTR potentiator | TAAR1 ag
CCC(C)C(=O)Nc1nnc(CCc2ccccc2)s1 (stereo not given) | -2.5 | -1.1 | 2 | -3 | -20 | 1 | -23 | -16 | 1
NC(=O)c1nsc(C(=O)N(CC(=O)NC2CCCC2)Cc2ccc3c(c2)OCO3)c1N | 0.5 | 0.7 | -1 | -5 | -10 | -2 | 6 | -3 | 2
CCCCNC(=O)C(Sc1ccccc1)c1ccccc1 (stereo not given) | -2.5 | -1.6 | 8 | -10 | -16 | 0 | -20 | -2 | -1
O=C(CCc1ccccc1)NNC(=O)COc1ccccc1Cl | 0.3 | 0.0 | 1 | -3 | -11 | 6 | -3 | -3 | -3
COc1ccccc1N1CCN(C(=O)c2ccc(-c3ccc(Cl)cc3)o2)CC1 | -1.5 | -0.8 | -4 | -2 | -10 | 8 | 46 | -8 | -2

Next records follow:
SMILES	OXTR agonist	V1aR counter	M1 antag	M1 ag	CHO parental Ca	M1 PAM	TAAR1 antag	OXTR potentiator	TAAR1 ag
CCS(=O)(=O)Nc1cccc(C2=NN(S(=O)(=O)c3ccc(C)cc3)C(c3ccco3)C2)c1 (stereo not given)	-1.2	0.1	-8	-9	-12	10	16	-9	0
COc1cccc(NC(=O)CSc2nnc(Cn3c(=O)sc4ccccc43)n2C)c1	-1.3	-0.1	-9	-8	-26	3	-1	-7	1
O=c1[nH]c2cc(Cl)ccc2n(CCNc2ncc(C(F)(F)F)cc2Cl)c1=O	0.9	1.3	-7	-2	-4	2	-11	-1	9
N#CCc1ccc(NS(=O)(=O)c2ccc(C3CCCCC3)cc2)cc1	11	12	14	6	68*	1	51*	-9	51*
Cc1sc2nc(CSc3ncn[nH]3)[nH]c(=O)c2c1C	0.6	0.9	-4	-15	-7	7	-11	-2	6
O=C(Nc1ccccc1)N(C1=NCCC1)c1ccccc1	0.1	0.5	8	-2	-18	-3	-4	-3	-1
CCNC(=O)CC(=O)Nc1ccccc1C(=O)O	1.9	0.7	-18	0	-1	7	-2	4	2
O=C(COC(=O)CCc1nc2ccccc2c(=O)[nH]1)Nc1ccc2c(c1)OCO2	0.2	0.1	-11	-4	-2	8	4	-3	0
CCOc1ccc(NC(=O)CN2C(=O)COc3ccc(S(=O)(=O)N4CCCC4)cc32)cc1	-2.2	-0.5	-9	-5	-17	4	8	-4	-2
O=C1CC(C(=O)Nc2ccccc2)S/C(=N\N=C\c2ccco2)N1 (stereo not given)	2.2	0.3	-13	-6	-5	8	9	-4	1
CCC1(c2ccccc2)NC(=O)N(CC(=O)Nc2ccc(OC)nc2)C1=O (stereo not given)	4.7	2.1	-9	3	4	6	-5	-8	8
O=C(O)COc1ccc(/C=N/NC(=O)COc2nsnc2N2CCOCC2)cc1	0.5	0.7	-10	-4	-3	3	18	-9	-1
COc1ccc(NS(=O)(=O)c2ccc(NC(=S)NC(=O)c3cccc(F)c3)cc2)nn1	0.9	2.1	0	-6	9	5	-26	-8	2
O=C(CCc1ccccc1Cl)Nc1cc(S(=O)(=O)N2CCOCC2)ccc1N1CCCC1	·	·	-2	-7	·	1	7	·	0
Cc1cc(-c2csc(NC(=O)c3ccc(C#N)cc3)n2)c(C)n1Cc1ccco1	-0.4	1.6	-2	3	7	5	-30	-9	1
O=C(NCc1ccco1)/C(=C\c1cccs1)NC(=O)c1cccs1	2.0	-0.5	-3	-3	-3	6	5	4	11
COc1ccc(NC(C)=O)cc1NC(=O)CSc1nnc(-c2ccc(F)cc2)n1N	0.4	0.0	-7	-6	-1	10	6	7	17
COc1cccc(-c2ncc3ccccc3c2COC(=O)c2cccc(Br)c2)c1	-0.6	0.4	2	-10	-14	-8	5	-4	16
Cc1nc(C)c(C(=O)N(c2ccccc2F)C(C(=O)NCC2CCCO2)c2ccccc2)s1 (stereo not given)	0.5	2.4	-6	-3	-23	5	-3	-9	-2
CCOc1cc(NC(=S)NCC(C)C)c(OCC)cc1NC(=O)c1ccco1	-2.2	0.2	-8	-7	-16	8	-11	0	2
CCOC(=O)CNC(=O)c1cccs1	1.2	1.1	-9	-3	-1	7	-6	-4	3
Cc1cc(C(=O)CSc2nnc(-c3ccco3)o2)c(C)n1C	0.9	1.2	-3	-3	-22	-1	-8	-4	6
CCCc1cc(=O)oc2c(C)c(OCC(=O)N3CCC[C@@H]3C(=O)O)ccc12	0.0	4.1	-4	-1	-3	0	-24	-2	3
